Screens: PubChem BioAssay, Sanford-Burnham Center for Chemical Genomics
697 NFkB inh – inhibitors of the PMA/ionomycin-induced NF-kB reporter in 697 B cells. actives 0.33% (n = 330,000). 697 B-cell NF-kB luciferase reporter, 16 h. inhibition, % at 4 µM; in the data active means inhibition above about 35%
UPR CHOP act – apoptotic UPR (CHOP) activation. CHO-CHOP luciferase reporter, luminescence; percent of tunicamycin response over DMSO baseline. activation, % at 10 µM. actives 0.34% (n = 330,000). AID 449763;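 active means at 10 µM dose, activation of 40% or more, normalized to positive control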;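 further: 100% = tunicamycin at 10 µg/mL and 0% = DMSO alone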
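Assay system: CHO-CHOP cells, stable luciferase reporter of PERK-eIF2a-CHOP signalling / Buffer or medium: F12 plus 10% serum / Compound dosing: one dose, 10 µM in 0.5% DMSO / Times: 6 h compound treatment, 37 °C / Technique: luciferase luminescence / Read-out: % reporter activation, DMSO baseline versus tunicamycin full activation / Benchmarks: tunicamycin and DMSO controls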
Mdm2 MdmX PPI – disrupts the human Mdm2-MdmX interaction; O15151+Q00987; inhibition, % at 8 µM; actives 3% (n = 330,000); SaOS-2 split-luciferase Mdm2/MdmX complementation, luminescence;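 active means inhibition of at least 50% at 8 µM in the primary screen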
Target sequence (O15151 whole entry, looked up): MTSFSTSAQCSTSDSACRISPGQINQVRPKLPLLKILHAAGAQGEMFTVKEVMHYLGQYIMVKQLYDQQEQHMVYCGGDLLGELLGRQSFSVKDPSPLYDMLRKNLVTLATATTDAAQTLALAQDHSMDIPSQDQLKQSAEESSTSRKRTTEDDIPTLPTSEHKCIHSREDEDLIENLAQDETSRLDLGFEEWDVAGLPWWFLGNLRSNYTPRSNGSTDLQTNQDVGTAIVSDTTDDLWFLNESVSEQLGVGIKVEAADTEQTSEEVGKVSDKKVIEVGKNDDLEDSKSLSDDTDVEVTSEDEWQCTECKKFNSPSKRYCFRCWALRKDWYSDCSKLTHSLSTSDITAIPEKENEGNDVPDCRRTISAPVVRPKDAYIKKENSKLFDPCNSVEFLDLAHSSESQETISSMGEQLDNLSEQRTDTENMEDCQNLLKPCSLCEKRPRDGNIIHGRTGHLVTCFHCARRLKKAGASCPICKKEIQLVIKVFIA
Target sequence (Q00987 whole entry, looked up): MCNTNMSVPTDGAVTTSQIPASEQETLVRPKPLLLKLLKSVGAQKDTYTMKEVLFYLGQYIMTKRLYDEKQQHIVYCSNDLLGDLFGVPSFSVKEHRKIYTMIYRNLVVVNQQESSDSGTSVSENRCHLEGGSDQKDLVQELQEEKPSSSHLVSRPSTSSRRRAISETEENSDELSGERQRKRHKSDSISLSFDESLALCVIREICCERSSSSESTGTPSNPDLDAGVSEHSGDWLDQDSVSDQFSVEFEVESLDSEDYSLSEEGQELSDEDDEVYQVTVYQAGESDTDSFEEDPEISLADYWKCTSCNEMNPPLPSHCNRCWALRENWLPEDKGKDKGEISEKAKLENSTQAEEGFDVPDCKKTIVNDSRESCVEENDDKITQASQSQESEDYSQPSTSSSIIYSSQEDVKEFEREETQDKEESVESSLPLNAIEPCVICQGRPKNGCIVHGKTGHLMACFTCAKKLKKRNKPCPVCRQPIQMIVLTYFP
tim10-1 inh – growth inhibitors of tim10-1 mutant yeast; S. cerevisiae tim10-1 ts strain growth, BacTiter-Glo, 24 h; inhibition, % at 20 µM; actives 2.2% (n = 330,000);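 active means inhibition of at least 40%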;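 further: mutant grown at 25 °C; 0% = DMSO wells with yeast and 100% = wells holding no yeast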
UPR XBP1 act – activators of adaptive arm of unfolded protein response (XBP1); CHO-XBP1 luciferase reporter, IRE1-XBP1 UPR activation, luminescence; percent of tunicamycin response, DMSO as zero; activation, % at 20 µM; actives 0.33% (n = 330,000); AID 463104;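 active means versus positive control, 20 µM dose yields 30% or more activation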;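 further: 100% = tunicamycin at 10 µg/mL and 0% = DMSO only wells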
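incubation = overnight seeding at 37 °C, 6 h compound treatment at 37 °C | assay system = CHO-XBP1 cells stably carrying IRE1-XBP1-driven luciferase reporter | input = 1000 cells per well | detection = luciferase luminescence | dosing = single point, 20 µM final compound, 1% DMSO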
tim23-1 inh – tim23-1 yeast growth inhibition. S. cerevisiae tim23-1 growth, BacTiter-Glo luminescence, 24 h. inhibition, % at 20 µM. actives 1.3% (n = 330,000). AID 463212;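 active means growth inhibition of the mutant yeast at or above 50%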;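 further: temperature-sensitive mutant grown at 25 °C; plate controls were DMSO-treated mutant yeast for no effect and medium wells lacking yeast for full effect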
Jurkat NFkB inh – lowers PMA/ionomycin-induced NF-kB signal in Jurkat cells | AID 435003 | PMA/ionomycin-induced NF-kB luciferase reporter, luminescence | inhibition, % at 4 µM | actives 0.53% (n = 330,000); in the data active means inhibition above about 50%
TIM10 inh – inhibits growth of TIM10 yeast strain. S. cerevisiae TIM10 strain growth, BacTiter-Glo luminescence, 24 h. inhibition, % at 10 µM. actives 1.4% (n = 330,000). AID 463195;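 active means inhibition of 40% or more at the single tested concentration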;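 further: wild-type TIM10 isogenic control strain grown at permissive 25 °C; 0% = DMSO yeast wells and 100% = minimal medium wells without yeast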
* = called active by the depositor.

For CC(CNC(=O)C1CCCN(S(=O)(=O)N2CCOCC2)C1)c1ccccc1 (stereo unspecified) the results were 697 NFkB inh -2, UPR CHOP act -0.1, Mdm2 MdmX PPI -9, tim10-1 inh 3, UPR XBP1 act -5, tim23-1 inh -13, Jurkat NFkB inh 3 and TIM10 inh -3.
CCOc1ccc(C)cc1S(=O)(=O)Nc1ccc(Cl)cn1 was read as 697 NFkB inh 5, UPR CHOP act -0.9, Mdm2 MdmX PPI 17, tim10-1 inh 3, UPR XBP1 act -1, tim23-1 inh -2, Jurkat NFkB inh -18 and TIM10 inh -21.
`COc1ccc(C(CC(=O)N2CCCC(C)C2)c2c(OC)cc(OC)c3c(-c4ccccc4)cc(=O)oc23)cc1` (stereo unspecified) gave 697 NFkB inh 17, UPR CHOP act 0.6, Mdm2 MdmX PPI 15, tim10-1 inh 22, UPR XBP1 act 8, tim23-1 inh 22, Jurkat NFkB inh 26 and TIM10 inh 15.
For Oc1nc(-c2ccc(Cl)cc2)n2ccncc12 the results were 697 NFkB inh 1, UPR CHOP act 1.1, Mdm2 MdmX PPI 0, tim10-1 inh 2, UPR XBP1 act -2, tim23-1 inh 11, Jurkat NFkB inh -8 and TIM10 inh 15.
Screening CCN(CC)S(=O)(=O)c1cccc(-c2nnc(SC(C)C#N)n2Cc2ccccc2)c1 (stereo unspecified) returned 697 NFkB inh -28, UPR CHOP act -0.5, Mdm2 MdmX PPI -2, tim10-1 inh 19, UPR XBP1 act -2, tim23-1 inh 23, Jurkat NFkB inh 2 and TIM10 inh 22.
Screening COc1cccc(CNC(=O)CCC2CCCN(Cc3ccc4c(c3)CCO4)C2)c1 (stereo unspecified) returned 697 NFkB inh 8, UPR CHOP act -0.3, Mdm2 MdmX PPI -6, tim10-1 inh 4, UPR XBP1 act 0, tim23-1 inh 7, Jurkat NFkB inh -6 and TIM10 inh -12.
COc1ccc(/C=C2\SC(=S)N(CCC(=O)Nc3ccc(O)cc3)C2=O)cc1 was read as 697 NFkB inh 48*, UPR CHOP act 4.4, Mdm2 MdmX PPI 17, tim10-1 inh 7, UPR XBP1 act 2, tim23-1 inh 8, Jurkat NFkB inh -2 and TIM10 inh 13.
Cc1cccc(-n2c(O)c(C=Nc3cc(O)ccc3C)c3ccccc3c2=O)n1 was read as 697 NFkB inh -11, UPR CHOP act 0.6, Mdm2 MdmX PPI 23, tim10-1 inh 7, UPR XBP1 act 0, tim23-1 inh -21, Jurkat NFkB inh 11 and TIM10 inh -3.
`CN1CCN(S(=O)(=O)c2cccc(C(=O)NCCOc3ccccc3)c2)CC1` gave 697 NFkB inh 4, UPR CHOP act -0.1, Mdm2 MdmX PPI 0, tim10-1 inh -14, UPR XBP1 act 1, tim23-1 inh -6, Jurkat NFkB inh -1 and TIM10 inh -3.
`Cc1occc1-c1nnc(SCC(=O)Nc2ccc(F)cc2)n1Cc1ccccc1` gave 697 NFkB inh 3, UPR CHOP act 0.0, Mdm2 MdmX PPI 22, tim10-1 inh 28, UPR XBP1 act -2, tim23-1 inh 15, Jurkat NFkB inh 17 and TIM10 inh 26.
Screening OC(COCCOc1ccc(Br)cc1)CN1CCCCC1 (stereo unspecified) returned 697 NFkB inh -4, UPR CHOP act 2.5, Mdm2 MdmX PPI 7, tim10-1 inh 1, UPR XBP1 act 2, tim23-1 inh 2, Jurkat NFkB inh -1 and TIM10 inh -13.
Screening COc1ccc(C2CCCN2C(=O)Nc2ccc(C)c(C)c2)cc1OC (stereo unspecified) returned 697 NFkB inh 20, UPR CHOP act 1.5, Mdm2 MdmX PPI 7, tim10-1 inh 18, UPR XBP1 act -3, tim23-1 inh 20, Jurkat NFkB inh -2 and TIM10 inh -1.
`COc1ccc(NC(=O)c2ccc([N+](=O)[O-])s2)c([N+](=O)[O-])c1` gave 697 NFkB inh -30, UPR CHOP act -1.1, Mdm2 MdmX PPI 34, tim10-1 inh 6, UPR XBP1 act -1, tim23-1 inh 11, Jurkat NFkB inh -32 and TIM10 inh 15.
Screening COC(=O)c1ccc2[nH]c([C@H](C)O)c([C@H](C)O)c2c1 returned 697 NFkB inh 5, UPR CHOP act -0.5, Mdm2 MdmX PPI -17, tim10-1 inh 19, UPR XBP1 act -1, tim23-1 inh -1, Jurkat NFkB inh -1 and TIM10 inh -6.
Screening Cc1c(OCC(=O)NC(Cc2ccc(Cl)cc2)C(=O)O)ccc2c3c(c(=O)oc12)CCCC3 (stereo unspecified) returned 697 NFkB inh 14, UPR CHOP act 0.0, Mdm2 MdmX PPI -3, tim10-1 inh 30, UPR XBP1 act -1, tim23-1 inh 7, Jurkat NFkB inh 1 and TIM10 inh 1.
`CC(=O)c1c(N2CCC(C(N)=O)CC2)nc(=S)n(-c2ccccc2)c1C` gave 697 NFkB inh 9, UPR CHOP act -0.7, Mdm2 MdmX PPI 8, tim10-1 inh 14, UPR XBP1 act -2, tim23-1 inh -8, Jurkat NFkB inh 5 and TIM10 inh -6.
Screening COc1ccc(OC)c(N(C)S(=O)(=O)c2ccc3c(c2)N(C(C)=O)CCO3)c1 returned 697 NFkB inh -2, UPR CHOP act 0.9, Mdm2 MdmX PPI 30, tim10-1 inh 26, UPR XBP1 act 3, tim23-1 inh 19, Jurkat NFkB inh -5 and TIM10 inh 18.
For COc1ccc(CNC(=S)Nc2ccc(F)c(Cl)c2)cc1OC the results were 697 NFkB inh -6, UPR CHOP act 1.7, Mdm2 MdmX PPI 16, tim10-1 inh 10, UPR XBP1 act 0, tim23-1 inh 6, Jurkat NFkB inh -10 and TIM10 inh 15.
CC(=O)c1c(C)[nH]c(C(=O)OCCCCN2C(=O)c3ccccc3C2=O)c1C was read as 697 NFkB inh 18, UPR CHOP act 7.6, Mdm2 MdmX PPI 29, tim10-1 inh 0, UPR XBP1 act 2, tim23-1 inh 10, Jurkat NFkB inh 16 and TIM10 inh 16.
For CCOC1(OCC)N=C(N)C2(C#N)C(c3cccc(C)c3)C12C#N (stereo unspecified) the results were 697 NFkB inh -2, UPR CHOP act 0.5, Mdm2 MdmX PPI 3, tim10-1 inh 2, UPR XBP1 act -8, tim23-1 inh 3, Jurkat NFkB inh -8 and TIM10 inh 8.
For O=C1CNC(=O)/C(=C/c2cccs2)N1 the results were 697 NFkB inh 4, UPR CHOP act 0.7, Mdm2 MdmX PPI -29, tim10-1 inh 16, UPR XBP1 act -2, tim23-1 inh 14, Jurkat NFkB inh 5 and TIM10 inh 14.
`Clc1ccccc1OCCCCN1CCCCC1` gave 697 NFkB inh 2, UPR CHOP act -0.7, Mdm2 MdmX PPI 1, tim10-1 inh -36, UPR XBP1 act -2, tim23-1 inh 4, Jurkat NFkB inh -10 and TIM10 inh -43.
For Cc1cccc(CCN(C(=O)c2csnn2)C(C(=O)NC2CCCC2)c2ccco2)c1 (stereo unspecified) the results were 697 NFkB inh 11, UPR CHOP act 1.1, Mdm2 MdmX PPI 19, tim10-1 inh 27, UPR XBP1 act 1, tim23-1 inh 19, Jurkat NFkB inh -4 and TIM10 inh 1.
Screening CC(=NCCCn1ccnc1)c1c(O)n(Cc2ccccc2)c(=O)[nH]c1=O returned 697 NFkB inh 26, UPR CHOP act -2.9, Mdm2 MdmX PPI 5, tim10-1 inh 9, UPR XBP1 act -2, tim23-1 inh 2, Jurkat NFkB inh -5 and TIM10 inh -2.
Screening CNC(=S)N1CCn2cccc2C1c1ccc(F)cc1 (stereo unspecified) returned 697 NFkB inh 12, UPR CHOP act -0.5, Mdm2 MdmX PPI 4, tim10-1 inh 13, UPR XBP1 act -2, tim23-1 inh 0, Jurkat NFkB inh -5 and TIM10 inh -2.
Screening O=C(CNc1cccc(C(F)(F)F)c1)N/N=C/c1cccc(Br)c1 returned 697 NFkB inh 4, UPR CHOP act 0.2, Mdm2 MdmX PPI 23, tim10-1 inh 44*, UPR XBP1 act -1, tim23-1 inh 18, Jurkat NFkB inh 10 and TIM10 inh 49*.
For COc1ccc(CNC(=O)COc2ccc(C)nc2[N+](=O)[O-])cc1 the results were 697 NFkB inh 19, UPR CHOP act 0.1, Mdm2 MdmX PPI 10, tim10-1 inh -4, UPR XBP1 act -3, tim23-1 inh 3, Jurkat NFkB inh 7 and TIM10 inh 12.
COc1cc(OC)cc(C(=O)Nc2nnc(SCC(=O)NCc3ccco3)s2)c1 was read as 697 NFkB inh -27, UPR CHOP act 2.0, Mdm2 MdmX PPI 10, tim10-1 inh 22, UPR XBP1 act 2, tim23-1 inh 20, Jurkat NFkB inh -9 and TIM10 inh 12.
For CC(C)[C@H](NS(=O)(=O)c1cccc(Cl)c1)C(=O)OCC(=O)N1CCN(c2ccccc2)CC1 the results were 697 NFkB inh -10, UPR CHOP act 0.1, Mdm2 MdmX PPI 0, tim10-1 inh 39, UPR XBP1 act -3, tim23-1 inh 21, Jurkat NFkB inh 2 and TIM10 inh 47*.
O=C(/C=C/c1ccccc1Cl)N1CCCN(C(=O)/C=C/c2ccccc2Cl)CC1 was read as 697 NFkB inh 9, UPR CHOP act 1.8, Mdm2 MdmX PPI 9, tim10-1 inh 4, UPR XBP1 act 0, tim23-1 inh 39, Jurkat NFkB inh 0 and TIM10 inh 14.
Screening COC(=O)c1ccc(S(=O)(=O)NCc2ccc(OC)cc2)n1C returned 697 NFkB inh 0, UPR CHOP act -1.7, Mdm2 MdmX PPI -2, tim10-1 inh 16, UPR XBP1 act -4, tim23-1 inh 17, Jurkat NFkB inh -21 and TIM10 inh -4.
For COc1ccc(N2CCN(c3ncnc4sc(C(=O)NCC5CCCO5)c(C)c34)CC2)cc1 (stereo unspecified) the results were 697 NFkB inh 2, UPR CHOP act -1.1, Mdm2 MdmX PPI -7, tim10-1 inh 13, UPR XBP1 act -3, tim23-1 inh 20, Jurkat NFkB inh -10 and TIM10 inh 0.
CCOc1ccc(Cl)cc1S(=O)(=O)NCc1cccnc1 was read as 697 NFkB inh 10, UPR CHOP act -0.8, Mdm2 MdmX PPI 5, tim10-1 inh 8, UPR XBP1 act -2, tim23-1 inh 12, Jurkat NFkB inh -7 and TIM10 inh 1.
COc1cc2c(c(O)c1OC)-c1c(cc(OC)c(OC)c1OC)C[C@@H](C)[C@@H](C)C2 was read as 697 NFkB inh -16, UPR CHOP act 0.4, Mdm2 MdmX PPI 4, tim10-1 inh 29, UPR XBP1 act 0, tim23-1 inh 38, Jurkat NFkB inh 9 and TIM10 inh 12.

Random excerpt: 4 compounds from above
Screening COC(=O)c1ccc(S(=O)(=O)NCc2ccc(OC)cc2)n1C returned 697 NFkB inh 0, UPR CHOP act -1.7, Mdm2 MdmX PPI -2, tim10-1 inh 16, UPR XBP1 act -4, tim23-1 inh 17, Jurkat NFkB inh -21 and TIM10 inh -4.
COc1ccc(/C=C2\SC(=S)N(CCC(=O)Nc3ccc(O)cc3)C2=O)cc1 was read as 697 NFkB inh 48*, UPR CHOP act 4.4, Mdm2 MdmX PPI 17, tim10-1 inh 7, UPR XBP1 act 2, tim23-1 inh 8, Jurkat NFkB inh -2 and TIM10 inh 13.
Screening O=C(CNc1cccc(C(F)(F)F)c1)N/N=C/c1cccc(Br)c1 returned 697 NFkB inh 4, UPR CHOP act 0.2, Mdm2 MdmX PPI 23, tim10-1 inh 44*, UPR XBP1 act -1, tim23-1 inh 18, Jurkat NFkB inh 10 and TIM10 inh 49*.
COc1cc2c(c(O)c1OC)-c1c(cc(OC)c(OC)c1OC)C[C@@H](C)[C@@H](C)C2 was read as 697 NFkB inh -16, UPR CHOP act 0.4, Mdm2 MdmX PPI 4, tim10-1 inh 29, UPR XBP1 act 0, tim23-1 inh 38, Jurkat NFkB inh 9 and TIM10 inh 12.
